# mHtt clearance: compounds clearing mutant huntingtin protein; HeLa Exon1htt(103Q)mCFP, aggregate imaging; zero = plate's median compound well; inhibition, % at 1.5 µM; actives 0.42% (n = 47,000); AID 853;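 active = inhibition of aggregate fluorescence above about 70%, also judged a hit by eye on the cell image, limit read from the data, passing the limit was not always enough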;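 note: cells exposed to compound for three days before fixation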
# mHtt clearance grain fraction: recorded beside mHtt clearance, whose call it bears; fraction fluorescence in grains; measured here: aggregate grain fluorescence fraction; hits give low values;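 scaled fraction of total cell fluorescence in grains with unit not stated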
# An asterisk follows results filed as active. The list is partial; count on the stated rates, not on these rows.
mHtt clearance grain fraction,mHtt clearance,SMILES
16.1,20.1,CCn1c(C)nc2cc(S(=O)(=O)C(F)(F)F)ccc21
14.3,23.8,N#CC1=C(N)OC2=C(CCC/C2=C/c2ccoc2)C1c1ccoc1 (stereo not drawn)
10.1,43.2,COc1ccc(NC(=O)CSC2CCCCC2)cc1
14.4,26.8,COC(=O)CSc1nnc(SCc2ccc(OC)cc2)s1
31.3,-49.5,CN(C)c1cccc(C(=O)NCC2CCCO2)c1 (stereo not drawn)
14.7,60.9,Cc1cccc(N2CCN(CC(=O)NCC3CCCCC3)CC2)c1C
16,14.7,CCCN(CCC)c1ncnc2c1cnn2-c1ccc(OC)cc1
19,8.3,CCOC(=O)Cc1csc(NC(=O)CSc2ncnc3c2cnn3-c2ccc(OC)cc2)n1
31.7,-66.3,CC(NC(=O)Nc1ccccc1O)(C(F)(F)F)C(F)(F)F
23.1,-12.8,CCCC(=O)N(Cc1cc2cccc(C)c2[nH]c1=O)c1ccccc1OC
16.8,14.8,Cc1cc(C)c2[nH]c(=O)c(C(c3nnnn3C(C)(C)C)N(Cc3ccco3)CC3CCCO3)cc2c1 (stereo not drawn)
17.5,1.4,CC(=O)Nc1cccc(OCC(=O)NS(=O)(=O)c2ccc(Cl)cc2)c1
13.5,34.5,O=C(CSc1nnc2scc(-c3ccc(Cl)cc3)n12)NCc1ccc2c(c1)OCO2
34.4,-5.1,C/C(=N\S(=O)(=O)c1ccc(C)cc1)N1CCN(S(=O)(=O)c2ccccc2)C1
17.3,-2.6,COc1ccc(CC(=O)Nc2c3c(nn2-c2cccc(C)c2C)CS(=O)C3)cc1OC (stereo not drawn)
41.3,-99.7,COCC(C)OC(=O)C(C#N)c1nc2ccccc2nc1N1CCN(Cc2ccccc2)CC1 (stereo not drawn)
24.8,-38.9,Cc1c(NC(=O)CSc2nnc(-c3cccc(Cl)c3)o2)c(=O)n(-c2ccccc2)n1C
13.4,30.0,CCOC(=O)Cc1c(C)c2ccc(N(CC)CC)cc2oc1=O
56.5,-16.9,COc1ccc(-c2nc(CS(=O)CC(=O)N3CCc4ccccc4C3)c(C)o2)cc1 (stereo not drawn)
15.1,24.8,CCOC(=O)C(Sc1nnc(-c2ccncc2)o1)C(C)=O (stereo not drawn)
18.8,-2.9,COC(=O)C1CCCN1C(=O)c1cccs1 (stereo not drawn)
32.1,-66.0,O=C(CCCc1ccccc1)Nc1nncs1
30.8,14.6,CCN(CCNC(=O)C1CCN(S(=O)(=O)c2cccc3nsnc23)CC1)c1ccccc1
38.9,-9.3,CCCSc1nnc(Sc2nnnn2-c2ccccc2)s1
50.1,-27.2,COc1ccccc1N/C(=N/c1nc(C)cc(C)n1)NC(C)=O
31.3,13.8,O=C(NCCC1=CCCCC1)C1CCN(S(=O)(=O)c2cccs2)CC1
13.5,30.9,Cc1nc(SCC(=O)NCC2CCCO2)c2oc3ccccc3c2n1 (stereo not drawn)
24.9,28.8,O=C(COC(=O)CCCc1c[nH]c2ccccc12)Nc1ccc2c(c1)OCO2
31.6,-2.8,CC1(C)CC(=O)C2=C(C1)N(c1ccc(F)cc1)C(=O)C2(O)C(F)(F)F (stereo not drawn)
44.1,-25.8,N#Cc1c2c(c(-c3ccco3)[nH]c1=O)CCCC2

# Ordered by SMILES length (rising): part of the list above
mHtt clearance grain fraction,mHtt clearance,SMILES
44.1,-25.8,N#Cc1c2c(c(-c3ccco3)[nH]c1=O)CCCC2
31.3,13.8,O=C(NCCC1=CCCCC1)C1CCN(S(=O)(=O)c2cccs2)CC1
41.3,-99.7,COCC(C)OC(=O)C(C#N)c1nc2ccccc2nc1N1CCN(Cc2ccccc2)CC1 (stereo not drawn)

# (continued)
mHtt clearance grain fraction,mHtt clearance,SMILES
29.6,15.6,C/C(CC1(O)C(=O)N(C)c2ccccc21)=N\O (stereo not drawn)
59.5,-58.0,O=C(NNC(=O)c1ccccc1-n1cccc1)c1ccc(Cl)cc1
34.7,23.2,O=C(Nc1ccc(Br)cc1F)C1CCN(c2nnc(-n3cccc3)s2)CC1
17.8,-5.8,CCC(NS(=O)(=O)c1ccc(C)cc1)C(=O)Nc1ccc(NC(C)=O)cc1 (stereo not drawn)
14.9,10.1,Cn1c(C(=O)O)c(CC(=O)Nc2ccccc2F)c2ccccc21
11,38.0,CCc1nccn1S(=O)(=O)c1ccc(C)c(C)c1
47.5,-9.5,Cc1ncsc1CCOC(=O)c1cccnc1
18.4,7.0,COc1cccc(NC(=O)N(CCCN2CCOCC2)C(C)c2cc3ccccc3o2)c1 (stereo not drawn)
39.3,-14.2,CCN1C(=O)C2C(c3cccc(F)c3)NC(CC)(C(=O)OC)C2C1=O (stereo not drawn)
11.9,42.0,CCN(CC)C(=O)Oc1ccc2c(=O)c(-c3ccccc3)coc2c1
28.6,23.4,N#CC1=C(N)N=C(SCc2ccccc2)C(C(N)=O)C12CCCCC2 (stereo not drawn)
18.8,-7.0,Cc1cc(Br)cc2c1NC(=O)C2(c1c(C)n(C)n(-c2ccccc2)c1=O)c1c(C)n(C)n(-c2ccccc2)c1=O
21.5,1.6,CCCCOc1ccc(C(=O)NCc2ccco2)cc1
30.1,25.8,COc1ccc(OC)c(C2C(C(=O)c3sc(C)nc3C)=C(O)C(=O)N2CCN2CCOCC2)c1 (stereo not drawn)
14.6,19.3,COCCNC(=O)c1c[nH]c2cc(OC)c(OC)cc2c1=O

# 5 compounds already listed, ordered by the value under mHtt clearance grain fraction, smallest number first:
mHtt clearance grain fraction,mHtt clearance,SMILES
18.4,7.0,COc1cccc(NC(=O)N(CCCN2CCOCC2)C(C)c2cc3ccccc3o2)c1 (stereo not drawn)
18.8,-7.0,Cc1cc(Br)cc2c1NC(=O)C2(c1c(C)n(C)n(-c2ccccc2)c1=O)c1c(C)n(C)n(-c2ccccc2)c1=O
28.6,23.4,N#CC1=C(N)N=C(SCc2ccccc2)C(C(N)=O)C12CCCCC2 (stereo not drawn)
39.3,-14.2,CCN1C(=O)C2C(c3cccc(F)c3)NC(CC)(C(=O)OC)C2C1=O (stereo not drawn)
59.5,-58.0,O=C(NNC(=O)c1ccccc1-n1cccc1)c1ccc(Cl)cc1

# Additional compounds.
mHtt clearance grain fraction,mHtt clearance,SMILES
34.8,-3.8,O=C(Nc1ccc2c(c1)OCO2)c1cncc(Br)c1
16.8,-0.2,CCC(=O)Nc1nc(OC)cc(OC)n1
29.9,7.4,O=C1CC(Nc2ccc(N3CCOCC3)cc2)C(=O)N1c1ccccc1 (stereo not drawn)
18.2,-2.1,CCN(CC)S(=O)(=O)c1ccc(-n2cnnn2)c(C)c1
10.4,44.0,O=C(O)c1ccccc1C(=O)N(Cc1ccccc1)Cc1ccccc1
12.2,39.5,O=C(O)CCCCCN1C(=O)C(=O)/C(=C(/O)c2ccccc2)C1c1ccccc1 (stereo not drawn)
47.9,-24.9,CCOC(=O)C1CCN(C(c2cc3c(C)ccc(C)c3[nH]c2=O)c2nnnn2C2CCCCC2)CC1 (stereo not drawn)
36.4,-4.8,CC(C)(C)OC(=O)N1CCC[C@H]1c1nnc(SCc2c(F)cccc2Cl)o1
36.9,2.9,CCCCCCOC(=O)Sc1nc2ccccc2o1
9.89,41.3,CCCNC(=O)CN(c1ccc(F)c(Cl)c1)S(C)(=O)=O
47.1,-34.4,O=C(CCC(=O)N1CCN(S(=O)(=O)c2ccccc2)CC1)NC1CCCc2ccccc21 (stereo not drawn)
17.1,56.6,O=C(CCn1c(SCC(=O)NCc2ccco2)nc2ccccc2c1=O)NCCc1ccccc1
27.9,-43.0,CSc1nc(NC(C)(C)C)nc(Oc2ccc(=O)[nH]n2)n1
56.8,-49.5,Cc1nc2c(o1)CCc1ccccc1C2O (stereo not drawn)
43.6,-9.8,CC(=O)COc1ccc2c(C)c(C)c(=O)oc2c1
19.9,3.0,O=C(CN1CCOCC1)Nc1scc(-c2ccccc2)c1C(=O)N1CCOCC1
42,-25.7,Cc1c(C(=O)OC2CCC(C)CC2)[nH]c2c1C(=O)CCC2 (stereo not drawn)
12.4,39.2,Cc1nc(NCc2ccco2)[nH]c(=O)c1CCC(C)C
27.3,-45.5,CCOC(=O)CSCC(=O)Nc1c(C(=O)C2CC2)oc2ccccc12
9.05,43.5,COC(=O)Cc1c(C)c2ccc(OC(=O)c3ccccc3)cc2oc1=O
19.1,1.2,Cc1cccc(NC(=O)Cn2cnc3sc(C)c(S(=O)(=O)N4CCC(C)CC4)c3c2=O)n1
75.4,-306.5,O=C1C2C(C(=O)N1Cc1cccnc1)C1C=CC2C12CC2 (stereo not drawn)
7.65,62.2,COc1ccc(CNc2nc3c(c(=O)[nH]c(=O)n3C)n2CCCc2ccccc2)cc1
12.6,38.5,CC(=O)Nc1ccc(C(=O)CSc2nnc(-c3ccc(O)cc3)n2CC2CCCO2)cc1 (stereo not drawn)
36.4,-61.3,CC(=O)Nc1cccc(-c2cnc3ccccc3n2)c1
33.3,0.8,CCOC(=O)Cn1c(=O)oc2cc(S(=O)(=O)NC3CCCc4ccccc43)ccc21 (stereo not drawn)
12.8,34.9,CN(Cc1ccccc1)c1nc2c(c(=O)[nH]c(=O)n2C)n1CCSc1nc2ccccc2[nH]1
29.9,26.9,N#Cc1nc(COc2cccc(Cl)c2)oc1N1CCCC1
21.1,-11.2,CC(=O)N1CCc2cc(Br)cc(S(=O)(=O)NCCCN3CCC(C)CC3)c21
19.7,-2.4,CCN(CC)c1ccc(/C=C2\C(=O)N(c3ccc([N+](=O)[O-])cc3)N=C2N2CCOCC2)cc1
22.5,3.6,Cc1c(Cl)cccc1Nc1nc(N)nc(CN2CCCCCC2)n1
33.3,1.7,C=CCc1cccc(CNc2nc3ccccc3n2C(C)C)c1O
34.5,2.3,CCCOc1ccc(N2C(=O)CC(N(O)c3ccccc3)C2=O)cc1 (stereo not drawn)
27.8,30.7,COc1cccc(-n2nnc3c(=O)n(Cc4ccc(F)cc4)cnc32)c1
19.8,-17.3,COCCCN1CC23C=CC(O2)C(C(=O)OC)C3C1=O (stereo not drawn)
34.6,-67.4,CCN1c2ccccc2-c2nc3ccccc3n2C1c1cccnc1 (stereo not drawn)
21.5,-18.0,CCc1ccc(CCC(=O)Nc2ccc(C)cc2C)o1
32.7,15.6,O=C(CNCC1CCCCC1)Nc1ccccc1N1CCCCC1
21.2,-4.7,CC(=O)Nc1cc(NC(C)=O)c2nc(N)sc2c1
16.7,6.5,COc1ccc(C(=O)COc2cccc(NC(=O)c3ccco3)c2)cc1
20.8,-5.5,Cc1ccc2c(c1)N(CC(=O)NCc1ccco1)C(=O)CO2
35,-10.4,CCOC(=O)CSc1nc2ccc(C)cc2cc1C#N
49.3,-125.1,COc1ccc(C(O)P(=O)(O)CCc2ccccc2)cc1 (stereo not drawn)
48.2,-28.0,COc1ccc(NC(=O)COC(=O)Cn2c(C)nc3ccccc32)cc1OC
22.8,-3.2,CCc1ccc2nc(NC(=O)c3cc(C)on3)sc2c1
27.4,33.0,COC(=O)CCc1n[nH]c(=O)[nH]c1=O
49.8,-11.5,CC(C(=O)Nc1ccccc1C(=O)N1CCCC1)n1nnc2ccccc21 (stereo not drawn)
21,-0.2,CCn1nnc(-c2ccccc2NC(=O)C(F)(F)F)n1
47.4,-32.4,CCCc1cc(C(=O)Nc2ccc(C)cc2)no1
26.6,-32.8,Cc1cc(C)c2c(=O)[nH]c(SCC(=O)NCCc3ccccc3)nc2n1
13.5,31.2,COc1ccc(CCN(C)C(=O)N2CCOCC2)cc1OC
49.2,-31.1,CC1(C)CC(=O)C(/C=N/c2ccccn2)=C(O)C1
20,6.6,Cc1oc(C(C)(C)C)cc1C(=O)Nc1ccc2c(c1)OCCO2
37.6,6.6,CCOC(=O)CNC(=O)CSc1nc2sc(C)c(C)c2c(=O)n1C
11.4,36.0,CCOC(=O)c1ccc(-c2c(C(=O)OCC)oc3cc(O)c(CC)cc3c2=O)o1
40.5,-25.5,Cc1cc(C)c2nc(SCC(=O)Nc3ccc(S(=O)(=O)N4CCCC4)cc3)c(C)cc2c1
21.3,-14.4,COc1ccccc1Nc1nc(N)nc(CSc2nnc(C)s2)n1
14.9,24.3,CC(N1CCOC1=O)S(=O)(=O)c1ccccc1 (stereo not drawn)
35.5,-100.3,Nc1c(-c2ccc(Cl)cc2)nnn1-c1ccccc1
13,35.6,Cc1ccc(C(=O)CSc2ccccn2)cc1

# (cont.)
mHtt clearance grain fraction,mHtt clearance,SMILES
7.64,60.5,O=C(Cc1ccc(Cl)cc1)Nc1ccc(N2CCN(C(=O)c3ccco3)CC2)cc1
53.6,-21.3,COc1cc(OC)cc(-c2cc3nc(C)c(CCC(=O)NC(C)CCc4ccco4)c(C)n3n2)c1 (stereo not drawn)
51,-10.2,CCOC(=O)N1CCC(NC(=O)CSCc2nc(-c3cccc(OC)c3)oc2C)CC1
194,-352.3,COc1ccc(F)cc1CN1CCN(c2cc(C)nc3c4c(C)cc(C)nc4nn23)CC1
38.3,9.1,Cc1cc(C)c2c(CN3CCN(C)CC3)cc(=O)oc2c1
59.9,-42.4,Cc1noc(N)c1C(=O)Nc1ccc(C(C)(C)C)cc1
35.5,-3.1,Cc1oc(C)c(C(N)=O)c1C(N)=O
42.7,-7.9,Cc1nn(Cc2ccccc2Cl)c(C)c1C(=O)NCc1ccco1
10.3,43.6,COc1ccccc1CN(CC(=O)NCc1ccc2c(c1)OCO2)C(=O)c1ccc2c(c1)OCCO2
17.9,-6.5,O=C(CN1C(=O)COc2ccc(Cl)cc21)Nc1ccc2c(c1)OCCO2
12.6,31.9,CCOC(=O)N1CCN(C(=O)Cn2ncn3nc(-c4cccs4)cc3c2=O)CC1
24.4,-20.5,CC(C)(C)Cc1nnc(NS(=O)(=O)c2ccc(F)cc2)s1
36.6,1.9,C=CCN1C(=O)/C(=C2\SC(N3CCOCC3)=NC2=O)c2cc(Br)ccc21
6.66,69.0,Cc1ccc(CNC(=O)CSc2nc(N3CCCCC3)nc(N3CCCCC3)n2)cc1
26.6,-38.3,COc1ccc(Nc2nc(CC(C)=O)ns2)cc1
22,-7.1,Cc1cc(C)n2nc(-c3cccnc3)nc2n1
35.1,-13.5,CCC1CCCCN1CCNS(=O)(=O)c1ccc2c(c1)oc(=O)n2C (stereo not drawn)
51.3,-50.3,CCOC(=O)C(C)Sc1ccc2nnc(-c3ccc(F)cc3)n2n1 (stereo not drawn)
33.2,15.3,N=c1c2c(n(Cc3ccc(Cl)c(Cl)c3)c3c1CCC3)CCCC2
